BAZ2B inh = blocks human BAZ2B; AlphaScreen BAZ2B-H3K14Ac peptide displacement; Potency, µM (doses to about 114 µM), inactives show at the highest dose activity change, negative = inhibition, usual class: inhibitors; 4.4% of 360,000 active; AID 504333; note: % is set by controls: 0 for no effect and ±100 for the full control effect; nearly all actives have a fitted effect of over 60% in size
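Protein-peptide AlphaScreen: BAZ2B 50 nM, b-H3K14Ac 50 nM, 1x PBS pH 7.4 + 0.01% Tween-20. Preincubation 30 min RT; cpd 30 min RT (top 110 uM); beads 20 min RT, light-protected.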
G9a inh = G9a (human) methyltransferase inhibition. Potency, µM (titrated, usually from 102 µM), inactives show at the top dose activity, negative = inhibition, actives largely listed as inhibitors. G9a H3K9 monomethylation, AlphaScreen, 2 h. 8.8% of 350,000 active; note: % is set by controls: 0 for no effect and ±100 for the full control effect; nearly all actives have a fitted effect of over 75% in size
Target sequence (Q96KQ7 913-1193 limits assumed): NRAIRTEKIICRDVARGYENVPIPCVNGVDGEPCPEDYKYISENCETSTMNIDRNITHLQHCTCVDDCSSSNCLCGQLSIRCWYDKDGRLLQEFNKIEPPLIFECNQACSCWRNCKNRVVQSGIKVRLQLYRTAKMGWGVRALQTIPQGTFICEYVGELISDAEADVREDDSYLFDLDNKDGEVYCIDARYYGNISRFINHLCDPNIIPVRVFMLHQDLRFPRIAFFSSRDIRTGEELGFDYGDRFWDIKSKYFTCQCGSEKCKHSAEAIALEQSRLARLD
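G9a (20 nM) was preincubated 15 min with compound, then reacted 2 h at room temperature with 500 nM biotin-H3K9 peptide and 20 µM SAM. Monomethyl-H3K9 detected by AlphaScreen using anti-H3K9me1 antibody.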
BLM helicase inh = inhibitors of human Bloom syndrome helicase BLM; Potency, µM (highest dose often 56.1 µM), inactives show at the top dose activity change, negative = inhibition, most hits filed as inhibitors; P54132; AID 2528; 0.2% of 350,000 active; recombinant BLM DNA unwinding, fluorescence dequenching;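 note: plate controls were vehicle for no effect and no enzyme for full effect; nearly all actives have a fitted effect of over 35% in size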
POLK inh = DNA polymerase kappa (human) inhibition | Q9UBT6 | purified Pol kappa, fluorescent DNA synthesis assay, 10 min | Potency, µM (series often up to 107 µM), without a hit: at the highest dose activity, negative = inhibition, most hits filed as inhibitors | 0.53% of 400,000 active | AID 588579; note: % is set by controls: 0 for no effect and ±100 for the full control effect
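Kinetic fluorescence readout at 0 and 10 min followed reaction start with substrate at 50 nM final. Beforehand, enzyme (10 nM Pol kappa) stood 15 min with compound at room temperature; buffer-only wells were negative controls.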
POLH inh = inhibitors of human DNA polymerase eta; recombinant Pol eta, fluorescent DNA replication assay; Potency, µM (top dose mostly 114 µM), for inactives: at the top dose activity change, negative = inhibition, actives largely listed as inhibitors; 1.2% of 390,000 active; note: % is set by controls: 0 for no effect and ±100 for the full control effect
Target sequence (Q9Y253 whole entry, looked up): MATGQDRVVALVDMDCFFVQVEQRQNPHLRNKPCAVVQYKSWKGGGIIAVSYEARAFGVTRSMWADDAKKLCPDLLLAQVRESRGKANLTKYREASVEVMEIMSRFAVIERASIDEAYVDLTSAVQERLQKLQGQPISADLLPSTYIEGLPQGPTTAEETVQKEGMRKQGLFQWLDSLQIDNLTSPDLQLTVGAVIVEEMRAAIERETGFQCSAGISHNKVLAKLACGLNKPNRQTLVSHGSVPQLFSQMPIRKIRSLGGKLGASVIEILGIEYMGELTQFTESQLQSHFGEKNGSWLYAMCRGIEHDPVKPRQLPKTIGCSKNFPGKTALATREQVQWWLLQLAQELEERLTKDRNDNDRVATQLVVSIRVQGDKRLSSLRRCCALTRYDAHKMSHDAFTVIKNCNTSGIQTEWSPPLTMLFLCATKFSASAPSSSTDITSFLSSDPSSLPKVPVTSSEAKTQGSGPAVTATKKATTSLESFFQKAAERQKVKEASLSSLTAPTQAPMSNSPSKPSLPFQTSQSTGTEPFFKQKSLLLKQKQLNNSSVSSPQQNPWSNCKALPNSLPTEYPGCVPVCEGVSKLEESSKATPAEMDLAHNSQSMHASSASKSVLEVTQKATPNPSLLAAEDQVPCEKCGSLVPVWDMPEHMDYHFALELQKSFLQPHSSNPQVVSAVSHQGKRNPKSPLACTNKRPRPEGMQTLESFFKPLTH
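Pol eta at 10 nM preincubated with compounds 15 min at room temperature; reaction started with fluorescent substrate (50 nM final) and read kinetically at 0 and 10 min.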
POLI inh = blocks human DNA polymerase iota activity. Pol iota fluorescent replication assay, 10 min. 1% of 390,000 active. Potency, µM (doses to about 115 µM), for the others: at the highest dose activity, negative = inhibition, actives largely listed as inhibitors. Q9UNA4
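Fluorescent replication assay read twice, at 0 min and 10 min after adding 50 nM (final) substrate. Enzyme (10 nM) and compounds were first incubated 15 min at room temperature; enzyme-free buffer wells were negative controls.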
APE1 inh = APE1 (human) endonuclease inhibition | 0.35% of 350,000 active | P27695 | recombinant APE1, TAMRA/BHQ-2 abasic DNA cleavage fluorescence | Potency, µM (doses to about 65.8 µM), for the others: at the highest dose activity change, negative = inhibition, actives largely listed as inhibitors;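 note: plate controls were vehicle for no effect and reference inhibitor for full effect; nearly all actives have a fitted effect of over 55% in size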
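0.75 nM APE1 + cpd, 15 min RT; start w/ 50 nM TAMRA/BHQ-2 THF-abasic dsDNA; kinetic fluor 525/598 nm ×3 reads @60 s; Δ(read3−read1); normalized to DMSO and NSC13755 control wells.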
Pol beta inh = inhibitors of human DNA polymerase beta; Pol beta primer extension/strand displacement, fluorescence kinetic; P06746; Potency, µM (titrated, usually from 114 µM), inactives show at the top dose activity change, negative = inhibition, hits mostly inhibitors; 1.3% of 340,000 active; note: % is set by controls: 0 for no effect and ±100 for the full control effect
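10 nM enzyme + cpd, 15 min RT; start with substrate 50 nM final; read 0 min and after 10 min RT. Corrected, normalized data; 4-parameter Hill curve fit.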
Anesthetic bind = candidate novel general anesthetic via apoferritin binding; P02791; apoferritin/1-aminoanthracene competitive binding, fluorescence; Potency, µM (series often up to 77.5 µM), inactives show at the top dose activity change, negative = displacement, usual class: inhibitors; 0.074% of 350,000 active; AID 485281; note: % is set by controls: 0 for no effect and ±100 for the full control effect; nearly all actives have a fitted effect of over 20% in size
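Probe: 1-aminoanthracene (50% saturated, PBS). Protein: horse-spleen apoferritin, 10 uM. Incubation: 10 min, room temperature. Detection: 380 nm excitation, 535 nm emission. Analysis: normalized response, four-parameter Hill.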
Active calls of the source: *; ? = inconclusive; nt = not tested or not shown; & = joins results of further samples; [ ] = dose if it differs, or a comment. Calls come from the whole dose curve; as a rule, active = well fitted curve in the direction sought with a large enough effect; inconclusive = small, poorly fitted or top-dose-only effect, or another doubt; inactive = no such curve, though single readings can be large; an effect the other way counts as inactive or inconclusive. Potency is the fitted concentration of half-maximal effect. A portion of the library, so the mix of outcomes need not match the whole.

No.	SMILES	BAZ2B inh	G9a inh	BLM helicase inh	POLK inh	POLH inh	POLI inh	APE1 inh	Pol beta inh	Anesthetic bind
1	O=C(CN1CCCSc2ccccc21)N1CCN(S(=O)(=O)c2cccc(F)c2)CC1	3%	15%[12.7 µM]	nt	-11%	-10%	-7%	-11%	nt	nt
2	Cc1ccc(NC(=O)c2sccc2SCc2cccc(C(F)(F)F)c2)cc1	52%[activator]	25µM*	-11%	-17%	-14%	4%	-7%	1%	?
3	O=C(NCCC1=CCCCC1)C1CCC(CNS(=O)(=O)c2ccccc2)CC1 (configuration not stated)	4%	13%	-2%	-7%	3%	35%[activator]	3%	-9%	4%
4	C=C1C[C@H](O)[C@@H]2[C@H](OC(=O)[C@H]2C)[C@H]2[C@H](C)[C@@H](O)C[C@@H]12	8%	11%[2.33 µM]	nt	-16%	-16%	14%	-9%	nt	nt
5	COc1ccccc1NC(=O)CCC(=O)O	-5%	-31%	0%	5%	-6%	3%	11%	0%	7%
6	CC(Oc1cccc(NC(=O)c2cccs2)c1)C(=O)c1ccccc1 (configuration not stated)	-7%	-9%[59 µM]	-10%	-9%	-4%	40%[activator]	4%	26%	-19%
7	COC(=O)CC(NS(=O)(=O)c1cccs1)c1cccc2ccccc12 (configuration not stated)	12%	26%[59 µM]	-3%	-1%	-14%	9%	0%	4%	?
8	COc1ccc(/C=C2\CCCc3c2nc2ccccc2c3C(=O)OCC(=O)c2c(N)n(C)c(=O)n(C)c2=O)cc1	3%	5%[59 µM]	-7%	nt	nt	nt	9%	3%	-8%
9	CC(=O)n1nc(-c2cccc(C)c2)nc1SCC(=O)Nc1ccccc1	-6%	-12%[59 µM]	-2%	-11%	3%	5%	-2%	2%	-15%
10	CC1CC(=O)c2cnc(NCc3ccco3)nc2C1 (configuration not stated)	-8%	-23%[12.7 µM]	1%	9%	-14%	2%	4%	0%	-4%
11	CCOC(=O)c1ccc(-c2c(-c3ccc4c(c3)OCO4)noc2C)cc1F	11%[57.1 µM]	nt	-5%	-5%&-2%	-10%	1%&-6%	3%	1%	-4%
12	COc1ccc(N(CC(=O)N/N=C/c2ccc(OC)c(OC)c2)S(=O)(=O)c2ccccc2)cc1	-7%	22%	-9%	0%	-25%	1%	-10%	60%	-12%
13	Clc1ccccc1-c1nnc(COc2ccccc2)o1	6%	-4%[59 µM]	-3%	-4%	-14%	6%	nt	-5%	-13%
14	O=C(CCS(=O)(=O)c1cc(Br)cc2c1N(C(=O)C1CC1)CC2)N1CCN(c2ccccc2)CC1	0%	-22%[59 µM]	2%	0%	-8%	0%	nt	-13%	-15%
15	NC(=O)CSc1nnc(Cc2ccc3c(c2)OCO3)o1	-15%	25%	1%	7%	-4%	3%	0%	-29%	-8%
16	CN(C(=O)CSc1nnc(-c2cccnc2)n1-c1ccccc1F)C1CCS(=O)(=O)C1 (configuration not stated)	4%	-6%	0%	-14%	-3%	77%[activator]	3%	-5%	-6%
17	Cc1cccc(OCCCC(=O)Nc2ccc(S(N)(=O)=O)cc2)c1C	5%	-9%[59 µM]	-2%	1%	-10%	-6%	-11%	0%	0%
18	CCC(=O)N1c2ccccc2CC1C(=O)NCc1cccc(OC)c1OC (configuration not stated)	-12%	-3%[12.7 µM]	-2%	-8%[60.1 µM]	-1%	?	nt	-7%	7%
19	CC(C)CNC(=S)N1CCN(c2nc3ccccc3s2)CC1	7%	nt	-2%	-6%	7%	14%	5%	-10%	-9%
20	CCCN=C(N)/C(C(=O)OCC)=C(\O)c1ccc(OC)cc1	1%	23%[59 µM]	-7%	9%	-16%	31%[activator]	-4%	-6%	1%
21	COc1ccc(C(=O)COC(=O)c2ccccn2)c(OC)c1	nt	nt	nt	-20%	-15%	?	0%	nt	nt
22	COc1ccc2c(c1)NC(C)(C)C=C2C	40µM*	40µM*	-1%	-3%	-19%	27%	-6%	-11%	-18%
23	N#CC1=C(N)Oc2c(O)cc3ccccc3c2C1c1ccsc1 (configuration not stated)	?	4%[59 µM]	-6%	-16%	-20%	3%	-2%	?	-14%
24	COc1cc(NC(=O)c2ccccc2)c(OC)cc1NC(=O)Cc1ccc(C)cc1	-5%	-1%	-1%	5%	-3%	41%[activator]	30%	-9%	-9%
25	Cc1nc2ccc(NC(=O)c3ccco3)cc2nc1C	-11%	-51%	-5%	-4%	2%	-7%	1%	31%	0%
26	COc1cccc(C(=O)NC2CC3CCCC(C2)N3CC(=O)Nc2ccccc2)c1 (configuration not stated)	?	-15%[12.7 µM]	-14%	-6%	?	?	?	40µM*	-13%
27	O=c1c2[nH]c3ccccc3c2ncn1CCN1CCOCC1	-4%	24%	-6%	-6%	9%	8%	-6%	16%	-8%
28	Cc1ccc(NC(=O)COc2ccc(C(=O)c3ccccc3)cc2)c(O)c1	-3%	nt	-2%	8%	-11%	10%	-3%	38%	-17%
29	CCN(CC)S(=O)(=O)c1ccc(OC)c(NC(=S)Nc2cccc(C)c2)c1	-1%	-3%[59 µM]	-2%	nt	nt	nt	-1%	34%	-15%
30	COc1ccc(OC)c(NC(=O)CSc2nnc(CNC(=O)c3cccs3)o2)c1	-13%	-12%	0%	2%	-11%	36%[activator]	37%	10%	-6%

Grouped by structure: those above containing a furan ring, fused or not
No.	SMILES	BAZ2B inh	G9a inh	BLM helicase inh	POLK inh	POLH inh	POLI inh	APE1 inh	Pol beta inh	Anesthetic bind
10	CC1CC(=O)c2cnc(NCc3ccco3)nc2C1 (configuration not stated)	-8%	-23%[12.7 µM]	1%	9%	-14%	2%	4%	0%	-4%
25	Cc1nc2ccc(NC(=O)c3ccco3)cc2nc1C	-11%	-51%	-5%	-4%	2%	-7%	1%	31%	0%

The listing continues.
No.	SMILES	BAZ2B inh	G9a inh	BLM helicase inh	POLK inh	POLH inh	POLI inh	APE1 inh	Pol beta inh	Anesthetic bind
31	O=C(C[C@H]1C[C@H](C(=O)N2CCCCC2)[C@@]2(CCc3ccccc3)c3[nH]c4ccc(Cl)cc4c3CCN2C1=O)NCc1cccc(C(F)(F)F)c1	nt	nt	nt	-7%	?	17%	-18%	nt	nt
32	Cc1cc(C)cc(N(C(=O)c2ccccn2)C(C(=O)NC2CCCCC2)c2cccs2)c1 (configuration not stated)	3%	1%	-3%	-3%	-10%	7%	17%	47%	-24%
33	CCOc1ccc(N2C(=O)CC(N)C2=O)cc1 (configuration not stated)	0%	7.9µM*	3%	3%	2%	23%	3%	43%	7%
34	CCc1nnc(NC(=O)c2cc([N+](=O)[O-])ccc2N2CCOCC2)s1	10%	-3%	nt	3%	-17%	40%[activator]	12%	nt	nt
35	CC1CC1C(=O)OCC(=O)Nc1ccccc1Oc1ccccc1 (configuration not stated)	0%	34%[activator]	-6%	-7%	-29%	-7%	-3%	2%	-11%
36	CCc1nc2ccccc2n1CCCCOc1ccccc1C	17%	12%[59 µM]	-4%	3%	-19%	0%	nt	26%	-6%
37	COc1ccccc1C(=O)NC(=O)COC(=O)CN1C(=O)NC(C)(C)C1=O	9%	-43%	nt	11%	-5%	30%	41%[activator]	nt	nt
38	C[C@@H]1NC(=O)[C@H](CC(N)=O)NC(=O)c2cc([N+](=O)[O-])cc(I)c2OCC[C@@H](C(=O)NC(CC(=O)O)C(N)=O)NC1=O (some centres not stated)	-38%	28µM*	0%	79µM*	20µM*	?	?	-21%	2%
39	Cc1cc2[nH]c(=O)c(=O)[nH]c2cc1S(=O)(=O)NCc1ccc(Cl)cc1	12%	nt	3%	-9%	-4%	31%[activator]	-7%	19%	-15%
40	Cc1ccc(-c2cc(C(F)F)n3ncc(C(=O)N4CCCCC4c4cccnc4)c3n2)cc1 (configuration not stated)	-30%	-28%	1%	-8%	-16%	42%[activator]	-2%	25%	-3%
41	Cc1ccc(N2NC(=O)/C(=C/c3ccc(-c4ccc(Cl)c(C(=O)O)c4)o3)C2=O)cc1	?	45µM*	-3%	?	22µM*	?	1%	32µM*	-7%
42	O=c1c(O)c(-c2ccccc2)oc2cccc(O)c12	nt	nt	5%	-13%[60.1 µM]	nt	nt	-2%	nt	?
43	CC(C)(C)c1ccc(NC(=O)CSc2nnc(-c3n[nH]c4ccccc34)o2)cc1	-4%	?	6%	-12%	?	8%	-1%	-11%	-16%
44	CC(=O)NNC(=S)NC(=O)C(c1ccccc1)c1ccccc1	-5%	nt	0%	1%	-19%	21%	3%	10%	-1%
45	CCN(CC(=O)N1CCN(C)CC1)S(=O)(=O)c1ccc(Cl)cc1	11%	0%[59 µM]	-10%	-7%	-6%	1%	12%	-3%	6%
46	COC(=O)[C@@H](NC(=O)NC(C)CCc1ccccc1)C(C)C (some centres not stated)	4%	1%	-2%	-3%	-10%	11%	-2%	35%	-17%
47	CC(=O)Nc1ccc(S(=O)(=O)Nc2nccc(/C=C/c3ccccc3F)n2)cc1	-19%	-3%	1%	-12%	-14%	61%[activator]	-3%	1%	0%
48	O=C(COC(=O)C1(c2ccccc2F)CCCC1)NCc1cccs1	7%	18%	-4%	-9%	-3%	42%[activator]	7%	-21%	-16%
49	NC(=O)C1CCN(c2nc(-c3cc4ccccc4o3)cs2)CC1	?	?	nt	-3%	-16%	8%	50%&13%[activator]	nt	nt
50	O=C1CC2(CCN(C(=O)c3c(F)cccc3F)CC2)Oc2ccccc21	11%	8%[0.501 µM]	nt	-8%	-4%	11%	9%	nt	nt
51	CCOc1ccc(N=C(NC#N)SC)cc1	13%	2%	-1%	-5%	-8%	?	2%	-5%	-3%
52	CCOC(=O)c1c(C)[nH]c(C(=O)COC(=O)/C=C/c2ccc(OCC#N)c(OC)c2)c1C	-10%	6%	2%	0%	-7%	32%[activator]	-3%	25%	-3%

Entries shown so far containing a CF3 group, in the order listed:
No.	SMILES	BAZ2B inh	G9a inh	BLM helicase inh	POLK inh	POLH inh	POLI inh	APE1 inh	Pol beta inh	Anesthetic bind
2	Cc1ccc(NC(=O)c2sccc2SCc2cccc(C(F)(F)F)c2)cc1	52%[activator]	25µM*	-11%	-17%	-14%	4%	-7%	1%	?
31	O=C(C[C@H]1C[C@H](C(=O)N2CCCCC2)[C@@]2(CCc3ccccc3)c3[nH]c4ccc(Cl)cc4c3CCN2C1=O)NCc1cccc(C(F)(F)F)c1	nt	nt	nt	-7%	?	17%	-18%	nt	nt

Compound activity (PubChem BioAssay)
